MEKK2 WT-MEK5: raises or lowers MEK5 binding to wildtype human MEKK2 PB1 domain; AID 1531; binding response (% of control), % at 10 µM; Q9Y2U5; bead flow cytometry, Alexa488-MEK5 binding to MEKK2 WT; actives lie on both sides; hit rate 1.1% among 290,000; in the data active means binding response below about 67% or above about 130%
GalR3 antagonist: antagonists of human GalR3 | hit rate 0.44% among 360,000 | inhibition, % at 3 µM | HEK293 GalR3-CNG cAMP membrane potential fluorescence; galR3 body fused to GalR1 C-terminus | O60755 | AID 651719;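 active means inhibition above the screen-wide average plus 3 SD, cut at about 13% in these data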;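 further: forskolin and galanin both at EC90 stimulate the cells; cAMP rise reported by CNG channel membrane potential dye signal; 0% = forskolin plus galanin with DMSO and 100% = forskolin alone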
Target sequence (O60755 1-299 limits assumed): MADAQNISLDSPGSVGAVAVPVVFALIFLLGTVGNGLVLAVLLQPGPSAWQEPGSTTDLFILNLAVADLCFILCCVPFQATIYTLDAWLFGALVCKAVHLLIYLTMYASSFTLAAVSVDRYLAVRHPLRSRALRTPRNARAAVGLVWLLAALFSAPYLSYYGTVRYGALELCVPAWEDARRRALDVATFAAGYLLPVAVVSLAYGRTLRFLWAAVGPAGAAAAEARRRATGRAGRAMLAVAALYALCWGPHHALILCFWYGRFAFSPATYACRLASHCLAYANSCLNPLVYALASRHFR
GPR7 antagonist: human neuropeptides B/W receptor 1 antagonism | hit rate 1.1% among 290,000 | inhibition, % at 4.4 µM | P48145 | AID 1861 | GPR7-expressing cells, fluorescence antagonist assay; in the data active means inhibition above about 16%, passing the limit was not always enough;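 further: cells stimulated with the agonist NPW; 0% = agonist with vehicle and 100% = vehicle without agonist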
V1aR counter: V1a receptor agonism, counter-screen for OXTR agonists | CHO-V1R cells, Fluo-8 calcium fluorescence, agonist mode; 0% DMSO, 100% 3 nM vasopressin | hit rate 0.25% among 320,000 | activation, % at 3 µM;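 active means activation above the mean activation of all tested compounds plus 3 SD, per screening run, cut at about 20% in these data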;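 further: signal is peak over basal fluorescence ratio across a 100 second FLIPR read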
Target sequence (P37288 whole entry, looked up): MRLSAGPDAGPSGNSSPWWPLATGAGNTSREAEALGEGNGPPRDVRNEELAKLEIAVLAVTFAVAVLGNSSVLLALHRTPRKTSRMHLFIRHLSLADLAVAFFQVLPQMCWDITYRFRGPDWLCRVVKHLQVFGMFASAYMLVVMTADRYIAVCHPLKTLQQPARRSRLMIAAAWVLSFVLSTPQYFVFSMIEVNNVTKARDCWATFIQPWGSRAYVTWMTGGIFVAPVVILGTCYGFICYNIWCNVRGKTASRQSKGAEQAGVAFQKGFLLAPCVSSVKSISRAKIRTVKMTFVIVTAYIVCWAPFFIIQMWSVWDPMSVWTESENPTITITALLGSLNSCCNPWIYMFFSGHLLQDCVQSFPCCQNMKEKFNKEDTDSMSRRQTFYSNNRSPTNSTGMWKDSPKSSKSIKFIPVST
OXTR agonist: activates the human oxytocin receptor. P30559. CHO-OTR cells, Fluo-8 calcium fluorescence; normalized: DMSO 0%, oxytocin 100%. activation, % at 3 µM. hit rate 0.32% among 320,000. AID 2435;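 active means activation above the mean of all tested compounds plus 3 SD, cutoff set per screening run, cut at about 20% in these data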;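 further: peak over basal fluorescence ratio from a 100 s FLIPR kinetic read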
Target sequence (P30559 whole entry, looked up): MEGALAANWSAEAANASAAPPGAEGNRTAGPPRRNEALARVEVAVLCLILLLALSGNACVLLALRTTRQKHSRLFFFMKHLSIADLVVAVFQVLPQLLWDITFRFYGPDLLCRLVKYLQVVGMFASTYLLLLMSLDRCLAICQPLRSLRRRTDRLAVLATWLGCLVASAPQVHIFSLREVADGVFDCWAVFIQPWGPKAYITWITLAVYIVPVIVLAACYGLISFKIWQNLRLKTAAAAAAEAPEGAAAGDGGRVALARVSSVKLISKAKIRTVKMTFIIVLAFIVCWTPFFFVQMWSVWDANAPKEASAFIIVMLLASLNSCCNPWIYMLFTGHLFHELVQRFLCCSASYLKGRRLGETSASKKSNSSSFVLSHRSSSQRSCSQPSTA
MEKK2mut PB1 HTS: signal of MEK5 binding to mutant human MEKK2 PB1 domain; bead flow cytometry, Alexa488-MEK5 binding to MEKK2 mutant; percent response, % at 10 µM; hit rate 0.35% among 290,000; AID 1530; in the data active means percent response above about 24%, passing the limit was not always enough; further: inactives centre near 1; some results filed as inactive read as strong as hits
NALP1 yeast inh: blocks the NALP1 inflammasome reconstituted in yeast. S. cerevisiae NALP1/ASC/caspase-1 growth, X-gal OD620, 72 h. inhibition, % at 10 µM. hit rate 0.61% among 280,000; in the data active means inhibition mostly above about 24%, no sharp cut-off; inactive means mostly below about 32%; further: some compounds called inactive have numbers as strong as hits
M18AAP inhibitor: blocks P. falciparum M18 aspartyl aminopeptidase | AID 1822 | inhibition, % at 7.35 µM | recombinant PfM18AAP, H-Glu-NHMec fluorogenic cleavage | hit rate 1.2% among 290,000;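 active means inhibition above the campaign mean inhibition over all tested compounds plus 3 SD, cut at about 28% in these data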;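 further: 0% = plate median of test compound wells and 100% = 2 mM ZnCl2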
OXTR potentiator: human OXTR potentiation; AID 2445; CHO-OTR cells, Fluo-8 calcium fluorescence, potentiator mode; 0% = oxytocin EC15, 100% = EC100; activation, % at 3 µM; P30559; hit rate 0.061% among 320,000;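 active means activation above that plate's cutoff, the mean activation of tested compounds plus 3 SD, cut at about 6.6% in these data, passing the limit was not always enough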;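 further: 100% uses oxytocin at 75 nM as the full agonist control; some results filed as inactive read as strong as hits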
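System: human OTR in CHO cells; Also added: sub-maximal oxytocin, roughly EC15; Timing: compound 6 min at room temperature before oxytocin, 100 s read; Technique: Fluo-8 intracellular calcium fluorescence, ex 470-495, em 515-575 nm; Controls: oxytocin EC15 low and EC100 high; Replication: singlicate.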
* = called active by the depositor; nt = no result given; & = joins results of further samples.

SMILES	MEKK2 WT-MEK5	GalR3 antagonist	GPR7 antagonist	V1aR counter	OXTR agonist	MEKK2mut PB1 HTS	NALP1 yeast inh	M18AAP inhibitor	OXTR potentiator
CC1(C)CC(=O)C(C2(O)C(=O)Nc3ccccc32)CO1 (configuration not stated)	92	8	5	0.7	0.4	-7	12	-5	1
N#CCSc1nc2sc3c(c2c(=O)n1C1CCCCC1)CCCC3	99	1	-14	0.6	-1.2	1	-10	5	-3
COc1cc(-c2nnc(SCC(=O)/C(C#N)=C(\C)N)o2)cc(OC)c1OC	103	0	-8	-0.5	0.5	-1	14	0	-5
COC(=O)Nc1ccc(S(=O)(=O)N2CCCC(C(=O)N3CCOCC3)C2)cc1 (configuration not stated)	103	-7	0	0.9	1.4	-8	-2	2	-1
COCCCNC(=O)c1nc2ccccc2c(=O)n1NC(=O)Nc1c(Cl)cccc1Cl	106	-9	-5	-0.5	0.2	1	11	2	-3
O=C(CCc1ccccc1)NNC(=O)c1ccc(Cl)cc1	102	-7	-13	0.0	-1.7	0	10	0	5
COc1ccc(C2CCCN2C(=S)Nc2c(C)cccc2C)cc1OC (configuration not stated)	70	1	24	-0.6	-0.2	-21	15	-2	-10
COc1ccc(C(=O)O/N=C(\N)c2ccccc2Cl)cc1OC	98	-8	-2	0.9	-0.3	1	25	-18	4
COc1ccc(C(=O)Nc2scc(-c3ccc(Cl)cc3Cl)c2C(N)=O)cc1	99	-5	0	0.2	1.0	1	9	-4	-9
O=C(Nc1nnc(SCc2ccc(F)cc2)s1)C1CC(=O)N(c2ccc3c(c2)OCCO3)C1 (configuration not stated)	101	-12	-14	1.2	0.0	0	nt	0	-8
Cc1nnsc1C(=O)NNc1ccc(Cl)cc1	78	1	-11	-1.3	0.5	-29	10	2	2
C/C(=N\N1CCN(C2c3ccccc3-c3ccccc32)CC1)c1ccncc1	97	-3	-9	-0.1	8.4	1	20	1	-7
COc1ccc(C(=O)COC(=O)C(C(C)C)N2C(=O)C3C4C=CC(C4)C3C2=O)cc1 (configuration not stated)	106	-7	7	-0.2	-0.2	6	4	9	-8
C=C(C)CNC(=S)NN=C1c2ccccc2-c2ccccc21	98	nt	-23	1.1	1.3	-2	-18	-7	-8
c1ccc(NNC2=NCCCCC2)cc1	101	-11	-12	0.7	-0.4	5	-2	12	-13
NC(=O)C(c1ccc(Cl)cc1)c1ccc(Sc2ccc(Cl)cc2)nn1 (configuration not stated)	98	-8	2	4.9	6.8	4	33	-1	-7
C/C(N)=C(/C#N)C(=O)CSc1nnc(COc2ccccc2Cl)o1	100	-4&-3	11	6.0	5.4	-3	6	4	-16
CC1CN(Cc2ccccc2Cl)CC(C)O1 (configuration not stated)	100	9	-1	-0.9	0.3	1	24	0	-8
COc1cccc2cc(NC(=O)C3CCCCC3)c(=O)oc12	100	-3	5	-0.9	0.0	-1	11	0	1
O=C(NCCS(=O)(=O)N1CCN(c2ccccc2)CC1)c1ccccc1F	nt	-1	nt	-0.6	-1.6	nt	nt	nt	-9
COc1cc(CNc2ccc(N3CCCC3)cc2)ccc1OCc1ccccc1F	95	nt	-8	-0.9	-1.9	-2	39	6	7
FC(F)(F)c1ccc(-c2nnc(-c3cccnc3)o2)cc1	105	-9	-12	0.5	-1.4	5	1	-3	-3
Cc1cc(C)cc(N(CCC#N)C(=O)COC(=O)c2nc3nc(C)cc(C)n3n2)c1	nt	-6	nt	0.7	1.0	nt	nt	nt	1
COc1ccc(N(CC(=O)NC(C)c2ccccc2)S(=O)(=O)c2c(C)noc2C)cc1 (configuration not stated)	100	-7	-13	1.3	-1.3	3	4	-1	-12
Cc1c(C(=O)N2CCN(c3ccccc3F)CC2)sc2ncn(CC(=O)N3CCOCC3)c(=O)c12	nt	-4	-2	0.9	-0.8	nt	6	16	-10
COC(=O)c1ccc(C)c(NC(=O)CCCN2C(=O)NC(C)(C)C2=O)c1	nt	-5	nt	-0.6	-0.4	nt	nt	nt	-3
CC(Oc1ccccc1F)C(=O)NNC(=O)c1cccc(S(=O)(=O)N2CCN(C)CC2)c1 (configuration not stated)	nt	-3	nt	0.1	0.2	nt	nt	nt	1
Cc1cccc(NC(=O)C2CCCN2C(=O)OCC(C)C)c1 (configuration not stated)	99	-4	1	-1.2	-0.9	0	14	0	1
OC(COCc1ccco1)CN1CCN(C(c2ccccc2)c2ccccc2)CC1 (configuration not stated)	98	-1	8	1.8	0.7	-2	5	-5	-11
COc1ccc(C2/C=C\CN(C(=O)OCc3ccccc3)CC(=O)N2Cc2ccc(F)cc2)cc1 (configuration not stated)	97	-3	nt	-0.7	-1.1	3	1	nt	-10
CC(=O)Nc1cccc(C(=O)/C=C/c2ccc(F)cc2)c1	97	1	11	3.1	-0.2	-5	28	-2	-7
Cc1ccc(Cn2ccc(NC(=O)c3noc4c3CCCC4)n2)cc1	100	-5	5	0.5	-0.1	3	36	-4	-5
Cc1ccccc1CCN1CCCC(CN(C)C(=O)c2ccc3ncccc3c2)C1 (configuration not stated)	109	-8	-9	0.5	-0.6	4	3	8	-5
Cc1ccc(C(=O)c2ccccc2C(=O)O)cc1C	99	-2	9	5.2	0.9	-41	-7	1	-6
CC1(C)C(=O)Nc2ccccc2N1C(=O)COC(=O)COc1ccc(C#N)cc1	97	-2	-1	6.7	1.3	-4	14	-9	-7
COc1ccccc1CN1CC(C(=O)N(C)Cc2ccc(C)o2)CCC1=O (configuration not stated)	102	-6	3	-0.8	-1.8	5	0	-37	-19
Cc1cc(=O)oc2c3c(cc(OCC(=O)N[C@H](C(=O)O)c4ccccc4)c12)OC(C)(C)CC3	96	-8	8	0.7	0.9	-3	14	-7	1
O=C1NC(c2ccccc2OC(F)F)Oc2ccccc21 (configuration not stated)	91	0	-8	0.9	0.0	-16	-7	1	1
CC(C)C(=O)NC(c1cccc([N+](=O)[O-])c1)c1c(O)ccc2ccccc12 (configuration not stated)	91	16*	-13	0.5	0.3	-5	5	-3	-6
CCc1ccc(C(=O)COC(=O)c2ccco2)cc1	105	1	-10	0.3	-1.4	6	-5	2	-2
COc1ccc(O)c(C(=O)c2cnn(C(=O)c3cccc(S(=O)(=O)N(C)C)c3)c2)c1	nt	2	nt	-0.3	0.2	nt	nt	nt	4
O=C(O)c1cc(-c2ccc3c(c2)OCO3)nc2ccc(Br)cc12	110	-4	-7	1.8	0.4	10	6	1	-5
CCOc1ccc(C(=O)NNC(=O)CCNC(=O)c2ccc(Br)cc2)cc1OC	nt	-7	nt	-0.2	-0.4	nt	nt	nt	-3
C=CCN(C1CCCCC1)S(=O)(=O)c1ccc2c(c1)oc(=O)n2C	95	3	-9	-0.4	-1.7	-3	-9	-7	-2
COc1ccc(CNC(=O)N2CCc3ccccc3C2)cc1Cl	108	-7	15	1.1	-0.5	8	7	7	0
COc1ccc(-c2nc(SCC(=O)NC3CCCC3)c(-c3ccc(OC)cc3)[nH]2)cc1	101	3	-8	-1.6	-1.6	-2	9	14	-6
CCOC(=O)N1CCN(C(=O)COC(=O)c2cc(Cl)c(O)c(Cl)c2)CC1	94	1	-5	6.8	0.5	-8	1	0	4
CNC(=O)CCCCCNS(=O)(=O)c1ccc(C)cc1	102	8	-13	1.5	-0.6	4	7	0	-4
CC(=O)Nc1c(C(=O)c2ccc(F)cc2)oc2ccccc12	98	-2	-7	-1.7	-2.3	-1	8	-6	-2
O=C(CCCn1c(=S)[nH]c2cc3c(cc2c1=O)OCO3)NCc1ccco1	96	-6	-2	-1.2	-1.4	-3	1	8	-5
COc1ccc(C)cc1Nc1cc(C)nc2ncnn12	102	4	-11	-0.5	-1.0	-3	22	-1	-5
O=C(N/N=C\c1ccccc1OCc1ccccc1)c1ccco1	100	-4	-1	-0.8	-1.9	7	31	3	-8
COc1ccc(CC2(CO)CCN(Cc3cccn3-c3ccccn3)CC2)cc1	106	-8	11	-0.5	0.9	1	-2	0	1
O=C(OCCCCOC(=O)c1ccccc1)c1ccccc1	107	-4	-16	-1.5	-1.6	5	nt	3	-3
C#CCOCCOCCOCCNc1nc(N2CCN(C(=O)C(Cc3cc4ccccc4[nH]3)n3cc(C(N)Cc4ccc(O)cc4)nn3)CC2)nc(N2CCN(C(=O)C(CCC(=O)O)n3cc(C(N)C(C)CC)nn3)CC2)n1 (configuration not stated)	nt	-4	nt	1.0	0.2	nt	nt	nt	-9
Cn1c(=O)c2c(ncn2CC(=O)OCCCC(=O)c2ccc(Br)cc2)n(C)c1=O	nt	7	nt	11	13	nt	nt	nt	-8
Cc1cccc(C(=O)NCC(c2ccc(F)cc2)N2CCOCC2)c1 (configuration not stated)	99	-5	-7	-0.2	-0.4	-2	-16	-8	-5
COC(=O)c1sccc1N/N=C/c1cccc(Oc2ccccc2)c1	95	0	-11	0.3	-0.1	-3	24	-1	-7
COc1ccccc1-c1cc(C(F)(F)F)c(C#N)c(=O)[nH]1	95	-5	-11	1.0	-0.9	2	-3	-5	0
Cc1cc(S(=O)(=O)N2c3ccc(F)cc3CCC2C)ccc1-n1cnnn1 (configuration not stated)	97	-7	1	2.2	1.3	-1	23	-1	-6
Further entries:
SMILES	MEKK2 WT-MEK5	GalR3 antagonist	GPR7 antagonist	V1aR counter	OXTR agonist	MEKK2mut PB1 HTS	NALP1 yeast inh	M18AAP inhibitor	OXTR potentiator
Cc1nn(C)c(C)c1C(C)NC(=O)c1cc(COc2ccc(F)c(F)c2)on1 (configuration not stated)	103	-9	-5	1.8	4.3	-2	2	-9	-3
COc1ccc(/C=C2\Oc3ccccc3C2=O)cc1	nt	-7	nt	1.0	-0.3	nt	nt	nt	-2
CC(C)Cn1c(=O)c2ccccc2n2c(SCC(=O)N3c4ccccc4CC3C)nnc12 (configuration not stated)	96	-10	-2	-0.2	-1.2	-2	-33	-10	10
CCC(=O)c1ccc(OCC(O)CN2CC(C)OC(C)C2)cc1 (configuration not stated)	110	-3	1	1.0	0.5	11	1	2	-7
Cc1cccc(N2CCN(C(=O)COc3cc4oc(=O)cc(C)c4cc3Cl)CC2)c1C	96	0	1	0.8	-0.3	0	0	2	-2
Cc1ccc(-c2nn3c(C)nnc3c3ccccc23)cc1S(=O)(=O)NC(C)(C)CO	90	-1	-3	1.3	-0.7	-12	-4	3	-4
CCOC(=O)c1cn(CC(=O)Nc2ccc(OC)cc2OC)nn1	101	-3	-4	1.1	1.4	1	17	-5	0

Five entries from above, bar-delimited:
Molecule | MEKK2 WT-MEK5 | GalR3 antagonist | GPR7 antagonist | V1aR counter | OXTR agonist | MEKK2mut PB1 HTS | NALP1 yeast inh | M18AAP inhibitor | OXTR potentiator
COc1cc(CNc2ccc(N3CCCC3)cc2)ccc1OCc1ccccc1F | 95 | nt | -8 | -0.9 | -1.9 | -2 | 39 | 6 | 7
FC(F)(F)c1ccc(-c2nnc(-c3cccnc3)o2)cc1 | 105 | -9 | -12 | 0.5 | -1.4 | 5 | 1 | -3 | -3
Cc1cc(C)cc(N(CCC#N)C(=O)COC(=O)c2nc3nc(C)cc(C)n3n2)c1 | nt | -6 | nt | 0.7 | 1.0 | nt | nt | nt | 1
COc1ccc(N(CC(=O)NC(C)c2ccccc2)S(=O)(=O)c2c(C)noc2C)cc1 (configuration not stated) | 100 | -7 | -13 | 1.3 | -1.3 | 3 | 4 | -1 | -12
Cc1c(C(=O)N2CCN(c3ccccc3F)CC2)sc2ncn(CC(=O)N3CCOCC3)c(=O)c12 | nt | -4 | -2 | 0.9 | -0.8 | nt | 6 | 16 | -10

Screening data from PubChem BioAssay.
